HTR2A ag = agonists of mouse serotonin 5-HT2A receptor (HTR2A); P35363; actives 0.66% (n = 360,000); CHO-K1 mHTR2A beta-arrestin complementation, luminescence; percent of 30 µM serotonin response; activation, % at 7.6 µM; AID 624169;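 active = activation above a run cutoff, the mean activation of all tested compounds plus 3 SD, cut at about 14% in these data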;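 also: 0% = plate median of compound wells and 100% = 30 µM serotonin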
Exocytosis inh = lytic granule exocytosis inhibition; TALL-104 LAMP-1 surface exposure, flow cytometry; cells stimulated with thapsigargin and PMA; inhibition, % at 10 µM; actives 0.66% (n = 360,000);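 active = inhibition above about 55%, limit read from the data; inconclusive = no clear call, values can overlap the other calls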
ABHD5 PLIN5 PPI = inhibitors of human ABHD5-perilipin-5 interaction; Q00G26+Q8WTS1; Split G. princeps luciferase complementation, luminescence, 4 h; inhibition, % at 4 µM; actives 0.78% (n = 360,000); AID 602281;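 active = inhibition above the mean inhibition across every tested compound plus 3 SD, cut at about 22% in these data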;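 also: 0% = DMSO only wells and the 100% control is not disclosed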
MC4R barr agon = human MC4R agonism via beta-arrestin | P32245 | U2OS MC4R beta-arrestin complementation, luminescence; percent of melanotan II response, DMSO zero | activation, % at 8.9 µM | actives 0.98% (n = 360,000);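 active = activation above a per-plate cutoff, the mean activation of sample wells on that plate plus 3 SD, cut at about 8% in these data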
ABCB6 inh MLPCN = blocks the human ABCB6 transporter; Q9NP58; K562-ABCB6 porphyrin accumulation, flow cytometry, 1 h; hits give low values; fluorescence ratio to DMSO, % at 10 µM; actives 0.19% (n = 360,000);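 active = fluorescence ratio to DMSO below 75%, the collection mean minus 3 SD; inconclusive = too few cells collected in the well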;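 also: signal is porphyrin accumulated inside mitochondria; 100% equals median channel fluorescence of DMSO control wells; lower ratio means ABCB6 inhibition with less porphyrin fluorescence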
Target sequence (Q9NP58 whole entry, looked up): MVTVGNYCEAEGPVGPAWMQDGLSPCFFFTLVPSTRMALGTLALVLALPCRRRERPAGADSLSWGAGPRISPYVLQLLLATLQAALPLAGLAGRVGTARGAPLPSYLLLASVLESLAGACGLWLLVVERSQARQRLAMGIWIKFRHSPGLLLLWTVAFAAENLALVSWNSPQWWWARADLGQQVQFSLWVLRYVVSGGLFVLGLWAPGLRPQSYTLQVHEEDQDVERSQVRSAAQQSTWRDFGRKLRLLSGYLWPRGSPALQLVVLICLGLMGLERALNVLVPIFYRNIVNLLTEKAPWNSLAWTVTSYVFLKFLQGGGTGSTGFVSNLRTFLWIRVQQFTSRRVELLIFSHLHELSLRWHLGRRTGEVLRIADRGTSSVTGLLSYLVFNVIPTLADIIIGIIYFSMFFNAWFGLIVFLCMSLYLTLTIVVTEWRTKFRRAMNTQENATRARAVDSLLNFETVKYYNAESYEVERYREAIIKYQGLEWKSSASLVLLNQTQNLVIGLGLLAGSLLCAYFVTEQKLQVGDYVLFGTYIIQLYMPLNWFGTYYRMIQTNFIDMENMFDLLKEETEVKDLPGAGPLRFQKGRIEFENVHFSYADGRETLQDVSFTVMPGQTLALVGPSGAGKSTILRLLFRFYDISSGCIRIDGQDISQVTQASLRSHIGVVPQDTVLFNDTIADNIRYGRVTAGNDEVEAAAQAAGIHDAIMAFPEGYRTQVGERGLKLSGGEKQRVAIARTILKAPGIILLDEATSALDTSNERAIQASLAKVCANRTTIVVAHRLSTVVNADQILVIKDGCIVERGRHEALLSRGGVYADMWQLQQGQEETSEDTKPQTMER
hiPSC survival = enhancers of human iPSC single-cell survival; hiPSC single-cell survival, ATPlite luminescence; 100% = ROCK inhibitor wells, 0% = DMSO; actives 0.044% (n = 360,000); survival enhancement, % at 20 µM; in the data active = survival enhancement above about 18%;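 also: cells exposed to compounds for 16 hours before the ATP read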
Glyco luc inh = blocks N-linked glycosylation in D54 reporter cells | D54 ERlucT glycosylation luciferase reporter, 24 h; percent of 100 nM tunicamycin response | reporter increase, % at 12.5 µM | actives 0.23% (n = 360,000);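 active = mean luciferase reporter signal, scaled so untreated is 0 and the glycosylation-blocking control 100, at or above a set limit in every replicate; inconclusive = mean reaches the limit but not every replicate does; inactive = mean below the limit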;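 also: luciferase carries N-glycosylation sites so blocking glycosylation raises the light; 0% = median of neutral control wells and 100% = median of 100 nM tunicamycin wells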
Cardio protect = myocardial damage modulation in H9c2 cells; H9c2 cardiomyocytes, H2O2 injury protection, ATPLite, 2 h; protection from H2O2 cell death, % at 20 µM; actives 0.63% (n = 360,000); AID 588492;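 active = compounds giving at least 50% protection of heart cells from peroxide-induced death in the single-dose screen, raw or plate-pattern-corrected value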;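 also: 0% = DMSO wells with peroxide and 100% = DMSO wells without peroxide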
MC4R antagonist = antagonists of human melanocortin 4 receptor (MC4R) | inhibition, % at 6.5 µM | actives 0.48% (n = 360,000) | MC4R-expressing cells, MTII-stimulated cAMP, LANCE TR-FRET | P32245;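 active = inhibition above its plate's cutoff, the mean of tested wells on that plate plus 3 SD, cut at about 29% in these data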;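 also: 0% = Melanotan II alone and 100% = Melanotan II plus saturating MCL0020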
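System: U2OS-MC4R stable cell line; Technique: Eu-cAMP/anti-cAMP TR-FRET, emission 671 nm; Repeats: single well per compound; Also added: Melanotan II; Dosing: one concentration, 6.5 µM nominal; Schedule: 30-min compound, 1-h challenge, 1-h detection, room temperature.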
aDG glyco up = increases alpha dystroglycan glycosylation; Pro5-aDG cells, alpha-DG glycosylation AlphaScreen (IIH6); 0% Pro5, 100% B10-LARGE cell signal; activation, % at 10 µM; actives 0.22% (n = 360,000); AID 624168;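 active = activation of at least 8% versus controls, or a plate z-score of at least 8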;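 also: Pro5 are CHO cells carrying HIG-tagged alpha-DG that lacks glycosylation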
Numbers without * were called inactive; ? = inconclusive; . = not tested or not shown.

SMILES | HTR2A ag | Exocytosis inh | ABHD5 PLIN5 PPI | MC4R barr agon | ABCB6 inh MLPCN | hiPSC survival | Glyco luc inh | Cardio protect | MC4R antagonist | aDG glyco up
CC[C@@H]1CCCCc2ccccc2[C@H](C(=O)C[C@@H](O)CC(C)=O)OC1=O | 1 | -1 | 9 | -1.8 | 98 | -1.0 | 1 | 6 | 4 | -0.3
CCN(C(=O)CSc1nc2ccc(OC)cc2[nH]1)c1c(N)n(Cc2ccccc2)c(=O)[nH]c1=O | 4 | 2 | 6 | -3.3 | 96 | -0.6 | 0 | 7 | 6 | 0.0
COc1cc(-c2[nH]nc3c2C(c2ccoc2)C(C#N)=C(N)O3)cc(OC)c1OC (stereo not drawn) | -2 | 4 | -17 | 0.4 | 104 | 11 | 0 | 38 | 5 | -0.2
CCCCN1CCCCC1C(=O)Nc1c(C)cc(C)cc1C (stereo not drawn) | 1 | -1 | 9 | 1.3 | 100 | -1.6 | 1 | 4 | -8 | 0.2
FC(F)Sc1ccc(Nc2ncnc3nc[nH]c23)cc1 | -1 | -1 | -8 | -0.4 | 100 | -1.9 | -6 | -18 | 0 | 0.4
O=[N+]([O-])c1ccc(-n2nncc2-c2ccccc2)cc1 | 4 | -4 | 5 | 1.5 | 99 | 0.3 | -2 | -5 | 9 | -0.1
CCCCN(C(=O)c1ccc2c(c1)S(=O)(=O)N=C1CCCCCN12)c1c(N)n(CCCC)c(=O)[nH]c1=O | 3 | -3 | 12 | -0.6 | 100 | 0.4 | 3 | 2 | 1 | 0.0
CC(=O)N1c2ccc(S(=O)(=O)N(C)CC(=O)Nc3cccc(C)c3)cc2CC1C (stereo not drawn) | 5 | -1 | -1 | -0.6 | 99 | 0.5 | -2 | -10 | 4 | 0.0
COc1ccc(CNc2ncnc(N)n2)cc1 | 3 | -7 | 2 | -0.4 | 99 | 0.4 | 3 | 15 | -3 | 0.5
CCN(CC)C(=O)Cn1cnc2c1c(=O)n(C)c(=O)n2C | 1 | 2 | 10 | 0.0 | 101 | 0.9 | 2 | 2 | 9 | -0.2
C=C1C[C@@]23CCC4[C@@](C)(CCC[C@@]4(C)C(=O)OC)C2CC[C@]1(OC(C)=O)C3 (stereo partly drawn) | 4 | -17 | -5 | -1.2 | 91 | -1.7 | -2 | -9 | 8 | 0.2
CCN(CC)C(=O)N1CCN(S(=O)(=O)c2ccc(C)c(C)c2)CC1 | 9 | -1 | -2 | 1.1 | 86 | -3.5 | -3 | -19 | -3 | 0.4
CC(C)NC(=O)c1cc2cc(Br)ccc2oc1=O | 1 | -1 | -8 | -0.6 | 101 | -2.4 | 3 | -20 | -1 | 0.0
CCOC(=O)C1CCN(S(=O)(=O)c2cccc(-c3cn4cccc(C)c4n3)c2)CC1 | 3 | -1 | 2 | 0.0 | 83 | 1.9 | 0 | -7 | 3 | 0.5
CCC(=O)Nc1ccc2c(c1)nc(CCN1CCN(c3ccccc3)CC1)n2C | -4 | 5 | -4 | 0.9 | 99 | -0.5 | 0 | 5 | -4 | 0.1
COc1cc(C)nc(N(Cc2ccccc2)S(=O)(=O)c2ccccc2)n1 | -1 | -4 | -12 | 1.2 | 93 | 3.4 | -1 | -22 | -4 | 0.0
O=C(NC(Cc1ccccc1)C(=O)O)/C(=C/c1ccc(Br)cc1)NC(=O)c1ccc(Br)o1 (stereo not drawn) | -2 | 8 | -3 | -1.2 | 94 | 1.6 | 1 | 1 | 5 | -0.2
Cc1ccc(C)c(S(=O)(=O)N2CCN(C(=O)CCc3nc4ccccc4c(=O)[nH]3)CC2)c1 | -4 | -6 | -3 | 3.4 | 100 | 0.7 | 4 | 57* | 6 | 0.0
COc1ccc(OC)c(/C=N/NC(=O)c2[nH]nc3c2CCc2ccccc2-3)c1 | 2 | 13 | -2 | 0.1 | 102 | 0.5 | 0 | 49 | 4 | -0.5
COc1ccc(C(=O)Nc2ccc(NC(=O)c3cc(OC)c(OC)c(OC)c3)cn2)cc1 | 5 | 0 | 4 | -1.6 | 99 | -0.1 | 0 | 15 | 7 | -0.1
CCOc1cc(CNc2ncnc3nc[nH]c23)ccc1OC | -5 | -5 | 1 | -0.7 | 73* | -3.4 | 2 | -3 | 5 | 0.3
Cc1noc(C)c1CSc1ccccc1C(=O)N(C)CC(=O)Nc1cccc(F)c1 | -1 | -6 | -3 | -5.2 | 98 | -0.2 | 1 | 3 | 4 | 0.3
CCC(=O)c1ccc(OCC(O)CN2CCN(S(=O)(=O)N3CCCCC3)CC2)cc1 (stereo not drawn) | 0 | -1 | -4 | 0.6 | 106 | 3.5 | 0 | -3 | 6 | 1.0
CN(CC(=O)Nc1ccccc1-c1ccccc1)Cc1ccccc1Cl | 0 | 10 | -1 | -0.3 | 91 | 0.7 | -4 | -2 | 18 | 0.1
C/C(O)=C(\C#N)c1nc2ccccc2[nH]1 | 1 | 6 | -2 | -2.5 | 101 | -1.8 | 4 | -1 | 6 | 0.0

Part of the list above, limited to Exocytosis inh, Glyco luc inh and MC4R barr agon:
smiles | Exocytosis inh | Glyco luc inh | MC4R barr agon
CCC(=O)c1ccc(OCC(O)CN2CCN(S(=O)(=O)N3CCCCC3)CC2)cc1 (stereo not drawn) | -1 | 0 | 0.6
CN(CC(=O)Nc1ccccc1-c1ccccc1)Cc1ccccc1Cl | 10 | -4 | -0.3

Other entries follow.
SMILES | HTR2A ag | Exocytosis inh | ABHD5 PLIN5 PPI | MC4R barr agon | ABCB6 inh MLPCN | hiPSC survival | Glyco luc inh | Cardio protect | MC4R antagonist | aDG glyco up
CC1(C)Cc2c(sc(NC(=O)C(=O)N3CCCC3)c2C(=O)O)CO1 | -4 | -2 | 12 | -2.5 | 96 | 0.6 | -1 | 2 | 1 | 0.4
O=c1oc(=S)oc2c1[C@H](c1ccc(Cl)cc1)O[C@H](C1CC1)C2 | -3 | -5 | 0 | . | 101 | 0.3 | . | . | . | 0.1
COc1ccc(C(=O)NC(C(=O)N2CCN(C/C=C/c3ccccc3)CC2)C(C)C)cc1 (stereo not drawn) | -6 | -3 | 6 | 0.0 | 77 | 2.6 | 0 | -1 | 4 | -0.2
CC(C)(C)N1CC2([N+](=O)[O-])CN(C(C)(C)C)CC([N+](=O)[O-])(C1)C2 | 2 | 1 | 3 | 2.2 | 98 | -1.1 | 0 | -5 | 4 | 0.6
CN(C)CCOCCP(=O)(c1ccccc1)c1ccccc1 | 2 | 0 | 1 | -1.5 | 99 | -2.1 | 4 | -3 | -4 | 0.1
COc1ccc(CCNC(=O)CSc2nc(C)nc3sccc23)cc1OC | 1 | -1 | -3 | -1.4 | 99 | 1.3 | 2 | -1 | -3 | 0.1
O=C(NNC(=S)Nc1ccc(Cl)cc1Cl)c1ccncc1 | -1 | 0 | -6 | -2.6 | 99 | -0.8 | 1 | -1 | 2 | -0.2
COC(=O)C1CN(C(=O)COc2ccc(Cl)cc2C)c2ccccc2O1 (stereo not drawn) | 4 | 0 | 6 | 0.6 | 97 | -0.6 | 2 | -4 | 15 | 0.0
Cc1c(CN2CCC(C(=O)Nc3ccc(Oc4ccccc4)nc3)CC2)cnn1C | -2 | 10 | 4 | -2.4 | 98 | -0.3 | -1 | 4 | 7 | -0.3
O=C(NCc1ccco1)c1nc2c(nnn2Cc2cccc(Cl)c2)c(=O)[nH]1 | 0 | 6 | 1 | -0.9 | 95 | -1.7 | 0 | -8 | 1 | 0.1
O=C(Nc1nc2ccsc2c(=O)s1)c1ccco1 | 1 | 9 | -2 | 0.8 | 94 | -0.5 | 14 | 0 | 3 | 0.0
CCn1c(SCc2nc(-c3cccs3)no2)nnc1-c1c[nH]c2ccccc12 | -2 | 9 | 4 | -1.2 | 89 | 7.8 | -3 | -6 | 5 | 0.1
COc1ccc(N2CCN(C(=O)COC(=O)Cc3cccc(OC)c3)CC2)cc1 | 2 | -3 | 1 | -2.0 | 101 | 0.5 | 1 | -6 | 7 | 0.1
O=C(CC(NC(=O)c1ccccc1)c1ccccc1)Nc1ccc(F)c(F)c1 (stereo not drawn) | -3 | 3 | -4 | -0.6 | 100 | 0.1 | ? | -2 | 23 | 0.0
COc1ccc(CCNC(=S)N2CCN(S(=O)(=O)c3cccc(F)c3)CC2)cc1 | 2 | -8 | -10 | -0.2 | 100 | -0.4 | 0 | -7 | 6 | 0.0
Cc1ccc(-c2ccccc2NC(=O)CS(=O)CC(=O)Nc2ccc(C)c(Cl)c2)o1 (stereo not drawn) | -6 | 13 | -14 | 0.6 | 101 | -0.4 | 4 | -3 | 2 | -0.1
Cc1c(CC(=O)NCCCCCC(=O)O)c(=O)oc2c(C)c3oc4c(c3cc12)CCCC4 | -5 | 2 | 2 | 0.7 | 101 | -0.4 | 0 | 1 | 19 | -0.2
COc1ccc(N(CC(=O)NCCSc2ccccn2)S(=O)(=O)c2ccc(C)cc2)cc1OC | -7 | -3 | -6 | -0.3 | 88 | 0.2 | -2 | -4 | 1 | -0.1
Cc1ccccc1-c1cc(C(=O)NCc2cccs2)nn1CC1CC(c2cccc([N+](=O)[O-])c2)=NO1 (stereo not drawn) | -5 | -3 | 5 | -0.4 | 98 | 14 | -4 | 2 | 2 | -0.1
O=C(NC1CCCC1)C(=O)N(Cc1cccnc1)C(C(=O)NCC1CCCO1)c1ccco1 (stereo not drawn) | -13 | 18 | 2 | -1.3 | 95 | -1.9 | 0 | 14 | 15 | 0.1
COc1ccc(C2CC(c3cccs3)=NN2S(=O)(=O)c2ccc(C)cc2)cc1 (stereo not drawn) | 1 | -1 | -6 | -2.2 | 88 | 0.5 | -5 | 2 | 3 | 0.7
O=S(=O)(c1ccccc1)C1(S(=O)(=O)c2ccccc2)CCCC1 | 2 | -4 | -4 | 2.1 | 98 | -1.3 | -2 | -2 | -2 | -0.1
COc1ccccc1CNc1nc(NC(C)C)nc2ccsc12 | -6 | -13 | 7 | -2.1 | 85 | -0.4 | -2 | -17 | -5 | 1.4
COc1ccccc1Oc1ccccc1C(=O)O | 1 | -2 | 6 | 2.3 | 100 | 1.9 | -1 | 0 | -4 | 0.0
COc1ccc(C2=NN(C(=O)CSc3nc4ncc(Cl)cc4[nH]3)C(c3ccco3)C2)cc1 (stereo not drawn) | -5 | -3 | 8 | -1.5 | 98 | -0.5 | 2 | -8 | 6 | 0.5
O=C(NCCF)C1Nc2ccc(OC(F)(F)F)cc2C2C=CCC12 (stereo not drawn) | 5 | 0 | 6 | 0.0 | 92 | 1.8 | 2 | -5 | 2 | 0.1
COC(=O)c1ccc(COc2ccc3c4c(c(=O)oc3c2)CCC4)o1 | -3 | 1 | -3 | -0.5 | 89 | -0.1 | 0 | 1 | 7 | 0.1
O=[N+]([O-])c1ccc(N2CCN(c3ccc(Cl)nn3)CC2)cc1NC1CC1 | 1 | 1 | -8 | -1.3 | 86 | 0.2 | 4 | 3 | 0 | 0.2
CCC(=O)N(Cc1ccc(C)cc1)Cc1cc2cc3c(cc2[nH]c1=O)OCO3 | 2 | -1 | -4 | 2.1 | 101 | -2.1 | 0 | 6 | 10 | 0.2
CCN(CC)Cc1c(O)ccc2c(=O)c(-c3ccc(Cl)cc3)coc12 | -1 | -4 | -2 | -0.8 | 105 | -0.1 | 0 | -5 | 0 | -0.1

Compound activity from PubChem BioAssay.
